Wee1 stabilizer = blocks degradation of human Wee1 kinase | P30291 | HeLa Luc-Wee1K328M stability, luciferase luminescence; 100% = proteasome inhibitor MG132 effect | reporter increase, % at 5 µM | 220,000 compounds, 1.2% hits | AID 1321;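 active means activation above the mean of all tested compounds plus 3 SD, set per screening run, cut at about 8.8% in these data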;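 further: cells exposed to compound for 20 h before luminescence read; 0% = DMSO alone and 100% = MG132 at 30 µM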
14-3-3 Bad PPI = disrupts binding of bovine 14-3-3 zeta to phospho-Bad peptide; AID 781; TR-FRET 14-3-3zeta/Dy647-pBad peptide displacement, 1 h; P63103; inhibition, % at 21.7 µM; 220,000 compounds, 0.71% hits;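 active means inhibition above about 70%, limit read from the data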;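 further: 0% = full 14-3-3 plus peptide FRET controls and 100% = background without 14-3-3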
hK5 inh = blocks human kallikrein 5 protease activity; Q9Y337; recombinant hK5, fluorogenic AMC substrate cleavage; inhibition, % at 5 µM; 210,000 compounds, 0.59% hits;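 active means inhibition of 40% or more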;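 further: 0% = enzyme controls without compound and 100% = no-enzyme blanks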
FXIIa inh 1536 = inhibitors of human coagulation factor XIIa; P00748; purified FXIIa, Boc-QGR-AMC fluorogenic substrate, 2 h; inhibition, % at 5 µM; 220,000 compounds, 0.3% hits; AID 800; in the data active means inhibition above about 40%;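 further: 0% = enzyme with no compound and 100% = blank without enzyme; many of its hits are not listed in these tables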
Target sequence (P00748 20-372 limits assumed): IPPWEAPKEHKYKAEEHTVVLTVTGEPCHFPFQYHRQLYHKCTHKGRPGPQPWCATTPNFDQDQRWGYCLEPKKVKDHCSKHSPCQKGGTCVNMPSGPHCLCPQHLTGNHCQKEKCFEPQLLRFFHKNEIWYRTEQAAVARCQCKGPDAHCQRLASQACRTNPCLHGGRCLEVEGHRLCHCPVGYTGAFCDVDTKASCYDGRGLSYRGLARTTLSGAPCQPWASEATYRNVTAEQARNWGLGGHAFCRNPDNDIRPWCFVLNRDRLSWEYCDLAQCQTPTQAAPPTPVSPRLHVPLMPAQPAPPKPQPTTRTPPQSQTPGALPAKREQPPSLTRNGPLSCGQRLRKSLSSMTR
Target sequence (P00748 373-615 limits assumed): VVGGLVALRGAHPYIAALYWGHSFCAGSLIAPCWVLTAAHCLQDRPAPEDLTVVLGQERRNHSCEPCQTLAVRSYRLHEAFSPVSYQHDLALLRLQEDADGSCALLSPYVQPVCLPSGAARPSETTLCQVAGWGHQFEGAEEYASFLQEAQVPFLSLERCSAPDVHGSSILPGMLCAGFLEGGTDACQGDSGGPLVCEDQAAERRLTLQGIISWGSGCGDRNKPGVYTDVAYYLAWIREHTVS
FXIa inh 1536 = factor XIa (human) inhibition | P03951 | purified FXIa, Boc-Glu-Ala-Arg-AMC fluorogenic substrate | inhibition, % at 5 µM | 220,000 compounds, 0.14% hits | AID 798;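 active means inhibition of at least 40%; inactive means inhibition below 40%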;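 further: fluorescence of freed AMC excited at 355 nm; 0% = enzyme without compound and 100% = no enzyme blank; many of its hits are not listed in these tables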
eIF4E 4G PPI = inhibitors of eIF4E and eIF4G interaction in translation initiation; P63073+Q04637; TR-FRET eIF4E-eIF4GI(517-606) binding, 2 h; 220,000 compounds, 0.37% hits; inhibition, % at 21.7 µM;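 active means inhibition above about 30%, limit read from the data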;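 further: 0% = full FRET control wells and 100% = background wells lacking eIF4GI fragment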
p97 inhibitor = inhibitors of human p97 ATPase | inhibition, % at 8 µM | recombinant p97 ATPase, Kinase-Glo ATP luminescence, 3 h | AID 1481 | P55072 | 220,000 compounds, 0.42% hits; in the data active means inhibition above about 15%;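 further: 0% = DMSO vehicle and 100% = wells lacking enzyme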
Rad51 HR inh = Rad51 (human) homologous recombination inhibition; Q06609; hRad51 DNA strand exchange, fluorescence dequenching; inhibition, % at 10 µM; 200,000 compounds, 0.085% hits; AID 1385;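 active means inhibition above 40% at the single screening dose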;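 further: 0% = DMSO control wells and 100% = blanks with heterologous ssDNA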
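System: human Rad51 nucleoprotein filaments preassembled on unlabelled ssDNA. Reagent: labelled 47-mer dsDNA for strand exchange. Schedule: 30-min compound preincubation and 15-min exchange, both room temperature. Measured by: FRET fluorescence dequenching, excitation 485 nm, emission 520 nm. Read-out: Fluorescence-based percent inhibition, control- and blank-normalised. Benchmarks: plate controls and plate blanks.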
MDM2 E3 inh = Mdm2 E3 ligase (human) inhibition; Q00987; cell-based MDM2 ubiquitination luciferase reporter, 2 h; 0 = plate control, 100 = twice control, blank-subtracted; signal enhancement, % at 5 µM; 210,000 compounds, 0.11% hits;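 active means signal enhancement of 30% or more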;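 further: luminescence tracks abundance of the self-degrading MDM2-luciferase fusion protein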
Target sequence (Q00987 whole entry, looked up, the tested form may be a part): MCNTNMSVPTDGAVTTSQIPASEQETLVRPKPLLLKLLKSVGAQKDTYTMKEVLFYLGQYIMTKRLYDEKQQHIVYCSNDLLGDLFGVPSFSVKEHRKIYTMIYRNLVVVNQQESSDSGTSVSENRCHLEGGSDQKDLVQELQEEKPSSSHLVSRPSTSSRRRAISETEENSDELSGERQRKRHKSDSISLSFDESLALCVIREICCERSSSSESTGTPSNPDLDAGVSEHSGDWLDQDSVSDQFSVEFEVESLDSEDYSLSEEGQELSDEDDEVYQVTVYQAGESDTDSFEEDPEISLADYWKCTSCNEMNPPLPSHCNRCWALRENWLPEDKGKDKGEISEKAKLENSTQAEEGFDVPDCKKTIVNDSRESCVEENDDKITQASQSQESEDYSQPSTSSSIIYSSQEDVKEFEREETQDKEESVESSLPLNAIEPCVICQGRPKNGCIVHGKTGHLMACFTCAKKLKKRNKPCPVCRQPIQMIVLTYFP
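Material: Stable MDM2–luciferase fusion reporter cells | Amount: 2000 cells seeded into each well | Dosing: One concentration, 5 µM, with 0.2% DMSO | Incubation: 4 h cell settling then 2 h compound exposure, 37 °C | Measured by: Luciferase luminescence | Read-out basis: % enhancement relative to plate controls after blank subtraction | Benchmarks: Control and blank well means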
* hit, by the source's call; . = not tested or not shown; [ ] = remark or other dose. An unsorted share of the library; overall some 3.5% were active at least once.

SMILES	Wee1 stabilizer	14-3-3 Bad PPI	hK5 inh	FXIIa inh 1536	FXIa inh 1536	eIF4E 4G PPI	p97 inhibitor	Rad51 HR inh	MDM2 E3 inh
Cc1sc2ncnc(N[C@@H](Cc3c[nH]c4ccccc34)C(=O)O)c2c1C	-1	1	-8	-6	-2	6[fluorescence artefact?]	-1	-1	-9
COC(=O)c1ccc(N=Nc2ccccc2)cc1	-1	-10	0	4	1	2	3	7	-4
Cc1ccc(Nc2nc(CSc3nnc(-c4ccccc4)n3C)cs2)cc1	1	-4[fluorescence artefact?]	-19	-5	-9	-1	-4	-12	-15
Cn1c(=O)n(CCOc2ccc([N+](=O)[O-])cc2)c2ccccc21	1	-2	3	8	4	1	2	-7	-89
COc1ccccc1C(=O)NC(CCSC)C(=O)OCC(=O)c1ccc[nH]1 (stereo not drawn)	7	-4[fluorescence artefact?]	-17	5	1	-2	-1	2	-16
O=C1C2CC=CCC2C(=O)N1CNc1ccccc1 (stereo not drawn)	-1	-11[fluorescence artefact?]	0	18	8	-4	4	-5	-12
CN(Cc1nc(-c2cccs2)no1)CC1(N2CCOCC2)CCCCC1	-1	-6	-1	4	-6	-2	-6	2	-5
CCN(CC)CCN1C(=O)C(=O)/C(=C(/O)c2ccc(OC)cc2)C1c1ccco1 (stereo not drawn)	-4	5	-10	25	16	3	0	.	-17
O=C(CCc1nc2ccccc2c(=O)[nH]1)OCc1ccc(-c2ccccc2)cc1	-3	2	-8	17	10	21	8	5	3
COC(=O)CC1=C(C)C(=O)CC2C(C)(C)CCCC12C (stereo not drawn)	0	-7	-7	12	0	5	-2	1	-21
CCOc1ccc(OCC)c(NC(=O)CN(C)S(=O)(=O)c2cccc3nsnc23)c1	1	1	1	-3	-3	4	2	3	2
O=C(O)CC1=C(O)C(=O)N(c2ccccc2)C1c1ccccc1 (stereo not drawn)	1	9[fluorescence artefact?]	21	22	8	-6[fluorescence artefact?]	2	-6	-19
CC1CCCC(NC(=O)COC(=O)CSc2ccc3ccccc3c2)C1C (stereo not drawn)	-1	-14[fluorescence artefact?]	-23	4	6	1	5	3	1
Cc1ccc(NC(=S)NCCN(C2CCCCC2)C2CCCC2)cc1C	-4	-12	-10	6	1	-2	-5	-6	-36
CCOc1ccc2c(=O)c(Oc3ccccc3OCC)coc2c1	0	-3	-7	11	0	4	-6	0	3
NS(=O)(=O)c1ccc(N/N=C/c2cn(-c3ccccc3)nc2-c2cccs2)cc1	0	-4	-8	13	4	-4[fluorescence artefact?]	7	-6	-10
COc1ccccc1NC(=O)CCN1C(=O)C2CC=C(Cl)CC2C1=O (stereo not drawn)	0	-3	-10	11	-1	-2	4	1	3
O=S(=O)(Nc1ccc(F)cc1)N1CCCCCC1	-1	-2	-5	-4	-10	8	0	11	-12
CC(=O)Nc1ccc(S(=O)(=O)NCCNc2ccccc2[N+](=O)[O-])cc1	-3	13	1	99*	5	2	-1	-3	-9
COc1cc2cc(C)nc(Cc3cccc4ccccc34)c2cc1OC	-1	3	-31	4	-7	0	-10	1	0

Profiles as entered above. Screens in order: Wee1 stabilizer, 14-3-3 Bad PPI, hK5 inh, FXIIa inh 1536, FXIa inh 1536, eIF4E 4G PPI, p97 inhibitor, Rad51 HR inh, MDM2 E3 inh
Shown for `COC(=O)c1ccc(N=Nc2ccccc2)cc1` → -1, -10, 0, 4, 1, 2, 3, 7, -4
Shown for `CC(=O)Nc1ccc(S(=O)(=O)NCCNc2ccccc2[N+](=O)[O-])cc1` → -3, 13, 1, 99*, 5, 2, -1, -3, -9

Additional entries follow:
SMILES	Wee1 stabilizer	14-3-3 Bad PPI	hK5 inh	FXIIa inh 1536	FXIa inh 1536	eIF4E 4G PPI	p97 inhibitor	Rad51 HR inh	MDM2 E3 inh
O=C(CO/N=C\c1ccccc1)Nc1ccccc1C(=O)N1CCOCC1	-1	-15[fluorescence artefact?]	-10	3	7	10	0	-17	8
COc1ccc(NC(=S)N2CCN(C(c3ccccc3)c3ccccc3)CC2)cc1OC	0	-9[fluorescence artefact?]	-11	-11	-12	-2[fluorescence artefact?]	-8	-1	-9
CC[n+]1c(/C=C/C=C/N(C(C)=O)c2ccccc2)sc2cc(OC)ccc21	0	51	-14	14	1	23	3	-176	-6
Cc1cccc(NC2=NC(=S)N(c3cccc(C(=O)O)c3)C23CCCCC3)c1	5	-5	-12	5	-3	-1	1	18	-9
Cc1ccc(NC2=C(N3CCOCC3)C(=O)c3ccccc3C2=O)cc1	0	-6	-11	6	3	-4	6	-1	-44
Cc1nn(Cc2cccc(C(=O)NC34CC5CC(CC(C5)C3)C4)c2)c(C)c1Br	0	-6	-7	19	10	3	-6	-4	-7
Cn1c(=O)c2c(nc(Sc3ncccn3)n2Cc2ccc(Cl)cc2)n(C)c1=O	-1	6[fluorescence artefact?]	1	16	3	2	7	2	-34
Cc1nc(N2CCN(S(=O)(=O)c3ccccc3)CC2)c2c3c(sc2n1)CC(C)CC3 (stereo not drawn)	1	4	-19	7	3	-2	1	0	-6
O=C(Nc1ccc2c(c1)OCO2)c1ccc(Br)s1	8	-1[fluorescence artefact?]	-11	5	2	-5	-8	-5	-36
COc1ccc(C2(NC(C)=O)CCN(C(=O)CCC(=O)O)CC2)cc1	-1	1[fluorescence artefact?]	-5	10	-1	-18	-1	3	.
COc1ccc(N(C(C)=O)S(=O)(=O)c2cc(OC)ccc2OC)cc1	-3	10[fluorescence artefact?]	-8	-6	0	4[fluorescence artefact?]	-1	7	-3
CN1CCN(NC(=O)c2ccc(Cl)s2)CC1	-3	-6	-15	-2	-4	5	2	16	-18
Cc1ccc(-n2c(SCC(=O)Nc3ccc(C(=O)O)cc3)nnc2-c2ccncc2)cc1	0	5	-4	-2	-5	0	8	1	-10
O=C(COc1cccc(Cl)c1)Nc1ccc2c(c1)CCC2	-4	-1	-15	-6	-8	12[fluorescence artefact?]	-6	4	-1
COC(=O)c1ccccc1NC(NC(=O)c1ccco1)C(=O)c1ccccc1 (stereo not drawn)	2	3	-8	13	6	-7	10	0	-27
CC1CC(C)CN(c2ncc3c(n2)CC(c2ccc(Cl)cc2)CC3=O)C1 (stereo not drawn)	-2	3	-4	10	6	0	1	6	-9
CC(=O)N(C)c1ccc(NC(=O)c2ccccc2C(=O)O)cc1	-1	10	-12	0	2	0	-2	-4	-12
CCn1c(=O)c([N+](=O)[O-])c(NCCc2ccc(OC)c(OC)c2)c2ccccc21	7	-17	-16	9	1	13	2	0	-21
CCNC(=S)NNC(=O)c1cc(C)nc2ccccc12	-2	3[fluorescence artefact?]	-11	6	-4	-4	1	2	-10
CC1CC(C)CN(CCCNC(=O)Cn2ncn3cccc3c2=O)C1 (stereo not drawn)	1	-5[fluorescence artefact?]	-24	-5	4	5[fluorescence artefact?]	10	1	-10
Cc1cc(C)cc(NC(=O)C2CCN(c3cnccn3)CC2)c1	-1	-1	5	6	0	2	-4	-7	-10
CC(C)CNC(=O)c1ccccc1NC(=O)CCSc1ccccc1	-1	0	-14	10	9	11	-1	4	6
COC(=O)C1=C(N)Oc2cc(C)[nH]c(=O)c2C1c1ccccc1OC (stereo not drawn)	2	-6	-5	-2	-5	-1	4	2	-10
Cc1cccc(OCCSc2ncnc3nc[nH]c23)c1	1	5[fluorescence artefact?]	-4	9	2	3	-2	-1	-20
CCCNCCC(c1ccco1)c1ccccc1OC (stereo not drawn)	-2	4	-2	16	6	5	4	1	2
CCN1CCN(CCOc2ccccc2-c2ccccc2)CC1	0	29	-6	5	6	-2	4	1	-12
Cc1cc(C(F)(F)F)nc(SCCN2CCOCC2)c1C#N	0	2	12	13	7	12	-7	-23	-5
O=C(CSc1nnc(COc2ccccc2)n1Cc1ccco1)NCc1ccco1	-3	-4	-18	6	1	6	-1	-6	3
COc1ccc(/C(N)=N/OC(=O)c2cc(-c3ccccc3)nc3ccccc23)cc1	1	2	-4	0	0	1	4	-1	2
Cc1ccc(NC2=C(C(=O)c3ccccc3)N(C)S(=O)(=O)c3ccccc32)cc1	3	-5	3	14	5	-6	-6	-11	-7
Cc1cc(N)n(-c2ccc([N+](=O)[O-])cc2)n1	-2	0	1	5	-3	0	2	4	1
COc1ccc(-c2nnc(SC(C(=O)c3c[nH]c4ccccc34)c3ccccc3)n2N)cc1OC (stereo not drawn)	-2	-21	-19	6	3	-4	1	-1	1
O=C(N/N=C/c1ccc(F)c(F)c1)c1cc2c(s1)-c1ccccc1CC2	-1	-11	-18	10	0	-11	2	15	-7
CCn1nc(C)cc1C(=O)n1nc(C)c(Sc2ncccn2)c1C	0	-9	4	18	9	1	8	8	-12
CC(C)c1cc(O)c(-c2ccccc2)c(=O)n1-c1ccc(Cl)cc1	-2	18	-1	14	3	4	0	-1	-11
COc1ccc(-c2ncn(CCC#N)c2[N+](=O)[O-])cc1	1	-2	-8	1	-10	-2	3	1	-6
CCOC(=O)N1CCN(c2c(Nc3cc(C)[nH]n3)c(=O)c2=O)CC1	1	6	-3	15	-5	2	0	1	-11
N#CCC(=O)N1CC2(CC(c3cccc(NC(=O)COc4ccc(Cl)cc4)c3)=NO2)C[C@@H]1C(N)=O (stereo partly drawn)	.	4	1	8	1	0	.	0	-6
Cc1ccc(C(=O)Nc2nnc(-c3ccc(C(C)(C)C)cc3)s2)cc1	0	-5[fluorescence artefact?]	8	13	4	0	4	-3	-5
COc1ccc(Cl)cc1C(=O)NC(C)C	1	-19	-6	6	0	0	6	13	-21
c1ccc(-n2cc(CN3CCC(N4CCOCC4)CC3)c(-c3ccc4c(c3)OCO4)n2)cc1	-3	-7	.	1	-4	1	-3	.	-12
CCOC(=O)c1cccc(NC(=O)Cn2cnc3c2c(=O)n(C)c(=O)n3C)c1	1	-12[fluorescence artefact?]	-34	-13	-9	2	0	0	-7
Clc1cccc(Cl)c1NC1=NCCN1	-1	1	.	.	.	3	6	3	.
COc1ccc(/C=N/NC(=O)c2ccc(N(C)S(=O)(=O)c3ccccc3)cc2)cc1OC	-1	-6[fluorescence artefact?]	-6	9	6	0	6	5	-5
c1cncc(-c2nnc(-c3ccco3)o2)c1	-2	-10[fluorescence artefact?]	-20	17	1	8[fluorescence artefact?]	4	4	-18
Cc1ccc(OCC(=O)Nc2ccc(S(=O)(=O)N3CCCCC3)cc2)c([N+](=O)[O-])n1	0	-5	2	9	2	3	5	15	-9
Cc1cc(C)n(-c2ccc(C(=O)OCC(=O)NCc3ccco3)cc2)n1	1	-9[fluorescence artefact?]	9	-12	-10	2	1	-1	-5
NS(=O)(=O)c1ccc(CCNCc2cccs2)cc1	0	25	0	10	-1	-2	-2	-1	-11
O=C1CC(=O)N(CCc2ccccc2)C(=O)N1CCc1ccccc1	-1	6	4	8	2	0	-6	-14	-15
CC(C)(C)n1nnnc1CN1CCC(NC(=O)NC2CCCCC2)CC1	-1	-6	-5	-1	10	-3	-6	3	-11

Some of these compounds in order of their number in 14-3-3 Bad PPI, highest first:
mol	Wee1 stabilizer	14-3-3 Bad PPI	hK5 inh	FXIIa inh 1536	FXIa inh 1536	eIF4E 4G PPI	p97 inhibitor
Cc1nc(N2CCN(S(=O)(=O)c3ccccc3)CC2)c2c3c(sc2n1)CC(C)CC3 (stereo not drawn)	1	4	-19	7	3	-2	1
Cc1cc(N)n(-c2ccc([N+](=O)[O-])cc2)n1	-2	0	1	5	-3	0	2
COC(=O)c1ccc(N=Nc2ccccc2)cc1	-1	-10	0	4	1	2	3

Screens (PubChem)
